Screening results deposited in PubChem BioAssay by several laboratories.
C-LANA FP = KSHV C-LANA DNA binding inhibition; inhibition, % at 9 µM; AID 504423; 340,000 compounds, 0.078% hits; MBP-C-LANA/FAM-LBS DNA binding, fluorescence polarization;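 active means highest replicate inhibition at or above 60% at 9 µM, even if other replicates fall short; inactive means all replicates below 60% inhibition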;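 further: 0% = neutral control wells and 100% = 4 µM acridine orange control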
Cardiac RTF inh = cardiac RTF calcium desensitization. inhibition, % at 7.15 µM. IANBD-labeled cardiac RTF, Ca2+ fluorescence. AID 493244. 340,000 compounds, 0.12% hits. P19429+P45379;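 active means inhibition above the mean inhibition of all tested compounds plus 3 SD, cut at about 17% in these data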;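 further: assay run at fixed EC70 calcium of 1.6 mM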
Keap1-Nrf2 PPI = inhibitors of human Keap1-Nrf2 protein-protein interaction | Q14145 | Keap1 Kelch-Nrf2 peptide fluorescence polarization, 1536-well | inhibition, % at 9.4 µM | 340,000 compounds, 0.15% hits | AID 504523; in the data active means inhibition above about 12%;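 further: human Keap1 Kelch domain with fluorescein labeled Nrf2 9mer peptide probe; 0% = neutral control wells and 100% = peptide positive control; higher means more block of Keap1 binding to Nrf2 peptide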
NSD2 inh = inhibitors of human histone methyltransferase NSD2; O96028; NSD2 peptide methylation, AlphaScreen, 120 min; inhibition, % at 12.5 µM; 310,000 compounds, 0.54% hits; AID 743445; in the data active means inhibition above about 50%
SUMO Mot1 rescue = SUMOylation pathway inhibition by Mot1-301 growth rescue; S. cerevisiae Mot1-301 growth rescue, ATP luminescence, 38.5C; percent above DMSO median, 100 means doubled; growth rescue, % at 18.8 µM; 320,000 compounds, 1% hits; AID 2716;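 active means every valid replicate shows activation above 250% relative to neutral control wells; inactive means the rest, any valid replicate at or below 250%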;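 further: OY570 slx delta 5 strain wells were the positive control but not used for scaling; some compounds called inactive have numbers as strong as hits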
dFosB activator = activators of mouse delta FosB homodimer; P13346; purified delta FosB, TAMRA-CDK5 oligo fluorescence polarization; percent of positive-control signal above neutral wells; activation, % at 25 µM; 340,000 compounds, 0.99% hits; AID 493131;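 active means mean activation above about 17%, with every replicate also reaching it, limit read from the data, passing the limit was not always enough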;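 further: fluorescence polarization rise as delta FosB binds a TAMRA Cdk5 AP-1 oligo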
Target sequence (P13346 whole entry, looked up): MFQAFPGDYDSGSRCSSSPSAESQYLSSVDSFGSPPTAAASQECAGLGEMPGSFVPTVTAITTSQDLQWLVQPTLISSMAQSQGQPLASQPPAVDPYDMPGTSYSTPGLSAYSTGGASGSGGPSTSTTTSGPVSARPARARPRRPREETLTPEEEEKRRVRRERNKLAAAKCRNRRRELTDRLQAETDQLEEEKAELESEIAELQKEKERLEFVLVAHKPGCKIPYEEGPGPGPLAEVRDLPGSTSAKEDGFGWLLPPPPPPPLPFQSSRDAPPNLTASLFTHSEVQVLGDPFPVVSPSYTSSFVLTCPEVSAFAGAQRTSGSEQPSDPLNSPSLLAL
PfHsp90 set2 = inhibits growth of yeast expressing Plasmodium falciparum Hsp90; S. cerevisiae expressing PfHsp90, BacTiter-Glo ATP, 48 h; yeast lacking PDR1 and PDR3 efflux regulators; inhibition, % at 9.4 µM; 310,000 compounds, 0.32% hits; AID 504621;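 active means every replicate shows inhibition above about 80%, whatever the replicate mean, limit read from the data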;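 further: 0% = DMSO neutral controls and 100% = 20 µM radicicol positive controls; yeast relying on Plasmodium falciparum Hsp90 in place of its own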
RTF Ca sens act = increases calcium sensitivity of human cardiac regulated thin filaments | activation, % at 7.2 µM | P19429+P45379 | IANBD-labeled TnC RTF fluorescence at EC20 calcium; 0% EC20 calcium, 100% full calcium | 340,000 compounds, 0.24% hits | AID 493008;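 active means activation above the mean over all tested compounds plus 3 SD, cut at about 30% in these data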;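 further: rise in fluorescence read as greater calcium sensitivity of cardiac thin filaments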
Rtt109 HAT inh = blocks Candida albicans Rtt109/Vps75 acetyltransferase activity | Q5AAJ8 | purified Rtt109/Vps75, ThioGlo CoA-SH fluorescence, 4 h | inhibition, % at 34.9 µM | 330,000 compounds, 0.16% hits;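 active means inhibition of at least 50% in every replicate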
Target sequence (Q5AAJ8 whole entry, looked up): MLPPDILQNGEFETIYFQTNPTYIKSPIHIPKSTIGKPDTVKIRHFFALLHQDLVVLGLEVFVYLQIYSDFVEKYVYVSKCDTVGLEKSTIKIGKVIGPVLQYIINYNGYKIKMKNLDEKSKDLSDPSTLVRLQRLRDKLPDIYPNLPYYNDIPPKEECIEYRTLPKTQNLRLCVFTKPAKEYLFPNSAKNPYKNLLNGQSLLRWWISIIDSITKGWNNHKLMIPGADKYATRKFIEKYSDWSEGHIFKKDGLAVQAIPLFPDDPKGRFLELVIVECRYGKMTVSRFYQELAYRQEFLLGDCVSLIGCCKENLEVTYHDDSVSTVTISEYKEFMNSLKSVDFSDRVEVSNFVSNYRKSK
PvdQ acylase = blocks Pseudomonas aeruginosa PvdQ acylase activity; purified PvdQ acylase, fluorescence plate reader; inhibition, % at 10 µM; 340,000 compounds, 0.063% hits; AID 488965; in the data active means inhibition above about 30%, passing the limit was not always enough;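 further: 0% = vehicle neutral wells and 100% = reference inhibitor wells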
CDK5 p35 inh = blocks human CDK5/p35 kinase activity. 330,000 compounds, 0.01% hits. Q00535+Q15078. Recombinant CDK5/p35, ADP-Glo luminescence, 60 min. inhibition, % at 10 µM;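 active means highest replicate inhibition of at least 50% and at least 75% of replicates reaching 50%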;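 further: plate controls were DMSO neutral control for no effect and GW8510 at 10 µM for full effect; many of its hits are not listed in these tables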
* marks the source's active call; other numbers are inactive results; . = not tested or not shown.

#1 O=C(O)c1ccc(NC(=O)c2ccco2)c(NC(=O)c2ccco2)c1
#2 COCCCNc1ccc([N+](=O)[O-])cc1C(=O)Nc1cccc(C)n1
#3 O=c1c2ccccc2nc(SCc2ccccc2)n1CC1CCCO1 (centres undefined)
#4 O=C(CSc1nnc2ccc3ccccc3n12)N1CCOCC1
#5 CC(C)(C)c1ccccc1OCC(=O)NCCCn1ccnc1
#6 COC(=O)c1cccc(CSc2nc3ccccc3[nH]2)c1
#7 O=C(NCCc1c[nH]c2ccccc12)C1CCN(c2nnc(N3CCCC3=O)s2)CC1
#8 Cc1ccc(NC(=O)CCn2nnc3ccccc32)cc1
#9 O=C(c1cc(Cl)ccc1O)N1CCN(S(=O)(=O)c2cccs2)CC1
#10 C/C(=N\NC(=O)c1cccc2ccccc12)c1ccccn1

screen / no.	1	2	3	4	5	6	7	8	9	10
SUMO Mot1 rescue	178	2	7	8	163	-5	9	-14	78	.
PvdQ acylase	-7	-5	-12	-12	-16	-8	0	-8	-9	-12
Rtt109 HAT inh	6	1	3	-2	7	-4	-11	-4	2	1
Cardiac RTF inh	-14	-2	-6	-9	0	-12	-18	-2	1	-6
RTF Ca sens act	-4	-5	-3	-1	-5	-4	3	-1	21	-2
PfHsp90 set2	-6	.	-32	-59	3	-4	-1	7	2	2
C-LANA FP	-0.4	-3.5	-0.7	-3.2	0.4	1.5	1.4	-2.1	0.6	-0.8
NSD2 inh	7	11	.	-2	-1	-3	-3	-3	-1	-2
dFosB activator	-2	-9	-6	-8	1	-6	-6	2	-11	-6
CDK5 p35 inh	-1.0	-2.1	0.6	-1.8	-0.3	1.9	-0.8	-0.3	2.0	-1.3
Keap1-Nrf2 PPI	-4	-5	-6	-6	-4	0	-2	2	-5	4

#11 Oc1cccc(Nc2ccccc2)c1
#12 O=C(Sc1nnc(-c2ccccc2)o1)N1c2ccccc2Sc2ccccc21
#13 COc1ccc(C(=O)c2coc(-c3ccccc3C(=O)O)c2C(=O)O)cc1
#14 CCc1cc2c(-c3ccccc3)cc(=O)oc2cc1OCC(=O)NCC1CCC(C(=O)O)CC1 (centres undefined)
#15 COC(=O)c1cc(S(=O)(=O)NCc2ccc(F)cc2)cn1C
#16 Cn1c(CC(=O)Nc2ccc(Cl)c(Cl)c2)n[nH]c1=S
#17 COc1ccccc1N1CCN(c2nc3ccccn3c(=O)c2C=O)CC1
#18 CC(C)(C)S(=O)(=O)c1cnc(N2CCCC2)nc1N
#19 CCOC(=O)c1nnc(-c2ccc(C)cc2)nc1N1CCSCC1
#20 COc1cc2ccccc2cc1C(=O)N1CC(C)OC(C)C1 (centres undefined)

screen / no.	11	12	13	14	15	16	17	18	19	20
SUMO Mot1 rescue	-23	-7	29	-7	-13	3	9	8	0	.
PvdQ acylase	-18	-15	-7	6	-7	-1	0	-14	13	-24
Rtt109 HAT inh	1	-2	-5	14	-9	0	7	-5	25	-7
Cardiac RTF inh	.	-4	14	-1	-3	5	3	-7	7	-1
RTF Ca sens act	.	-6	3	4	8	1	-4	-3	-9	6
PfHsp90 set2	-13	2	-15	-9	-35	5	-10	5	12	.
C-LANA FP	1.7	0.9	0.3	1.2	0.9	-1.3	0.6	-0.8	0.0	-1.1
NSD2 inh	.	1	0	.	.	2	2	-4	3	-1
dFosB activator	2	-9	3	-5	-21	.	4	2	-17	0
CDK5 p35 inh	0.4	0.8	-3.5	0.1	0.0	-1.0	-1.0	-0.5	0.2	-2.1
Keap1-Nrf2 PPI	3	-7	0	2	-2	1	-2	0	-1	-4

#21 CCOc1ccc(CNC23CN4CN(CN(C4)C2)C3)cc1
#22 O=C(NCCN1CCOCC1)c1ccc(Cl)c(S(=O)(=O)NCc2ccccc2)c1
#23 COc1cc(C2C3=C(COC3=O)Oc3cc4c(cc32)OCO4)ccc1O (centres undefined)
#24 Cc1c(Br)cc(C(=O)NCCCN2CCOCC2)c(C)c1C
#25 Cc1c(OCC(=O)C(C)(C)C)ccc2c3c(c(=O)oc12)CCCC3
#26 Cc1cc(C)c2sc(NC(=O)C3CC3)nc2c1
#27 Cc1cccc(N(CC(=O)N2CCN(C)CC2)S(=O)(=O)c2ccccc2)c1
#28 Cc1ccccc1NC1=C(Cl)C(=O)OC1NC(=O)c1ccccc1 (centres undefined)
#29 CCn1cc(S(=O)(=O)Nc2cccnc2)cn1
#30 O=C(CSc1nccn1-c1ccc(F)cc1)NCc1ccc(F)cc1

screen / no.	21	22	23	24	25	26	27	28	29	30
SUMO Mot1 rescue	-3	7	.	0	47	-4	11	229	2	6
PvdQ acylase	-4	1	-5	-9	-9	-4	13	-1	-5	-20
Rtt109 HAT inh	1	10	-3	4	-3	4	0	-2	-6	-7
Cardiac RTF inh	7	-2	1	2	-6	-3	-2	-1	-2	0
RTF Ca sens act	-3	-1	3	1	-4	-4	-3	-6	-2	-2
PfHsp90 set2	0	9	-12	-15	-22	22	4	10	7	15
C-LANA FP	0.6	-0.1	-1.3	-2.0	2.7	-0.4	1.0	-0.2	-1.3	-0.8
NSD2 inh	33	-4	3	-5	-1	.	-1	0	0	50*
dFosB activator	3	-6	4	-2	-7	-11	0	-6	0	-5
CDK5 p35 inh	0.3	0.7	-1.0	-1.3	1.0	1.1	2.0	1.2	0.9	-2.1
Keap1-Nrf2 PPI	-2	-2	2	-6	0	2	0	-3	4	-11

#31 CCCCC(O)(c1ccccc1)C(CN1CCOCC1)c1ccccc1 (centres undefined)
#32 CCCCn1c(C(C)NC(=O)CCC)nc2ccccc21 (centres undefined)
#33 COc1ccc(/C=C/C(=O)O)cc1S(=O)(=O)N1CCc2ccccc2C1
#34 CSc1cccc(NC(=S)Nc2cc(C)ccc2C)c1
#35 O=C(O)c1cccc(NC(=O)c2ccccc2NC(=O)c2cccc([N+](=O)[O-])c2)c1
#36 O=C(O)/C=C/C(=O)NC1CCS(=O)(=O)C1 (centres undefined)
#37 CCOC(=O)NN1C(=O)c2ccccc2NC1c1cccnc1 (centres undefined)
#38 Cc1noc(C)c1C(=O)OC(C)C(=O)Nc1ccc(C(N)=O)cc1 (centres undefined)
#39 COC(=O)c1cn(NC(=O)c2cccc(F)c2)c(=O)c2ccccc12
#40 O=C(CN1C(=O)CSC1=O)c1ccccc1

screen / no.	31	32	33	34	35	36	37	38	39	40
SUMO Mot1 rescue	17	208	13	0	5	-4	180	4	0	211
PvdQ acylase	-9	-15	-13	-10	10	-10	-4	4	-2	-13
Rtt109 HAT inh	-10	-1	.	-11	7	-11	-17	9	4	9
Cardiac RTF inh	-7	-11	-5	-4	-5	-1	-7	-4	-10	-9
RTF Ca sens act	0	2	-1	8	-1	5	0	-5	4	-5
PfHsp90 set2	8	8	-20	15	-2	.	3	.	.	28
C-LANA FP	-1.1	0.2	0.9	1.0	0.8	2.8	-0.5	-0.9	-0.5	2.8
NSD2 inh	-1	.	0	0	1	-2	-3	-2	-2	-2
dFosB activator	-7	-6	1	-6	-3	-8	-5	5	-7	-5
CDK5 p35 inh	-0.4	0.8	-2.4	-0.3	-1.5	-1.2	-1.2	-1.1	0.6	-0.3
Keap1-Nrf2 PPI	-1	-2	-1	5	-1	-1	3	-2	2	0

#41 CC(C)CN1CCC(=O)N(CCN=[N+]=[N-])CC1
#42 Cc1nn(-c2ccccc2)c(N)c1N=Nc1ccccc1
#43 CCN1CCN(c2ccc(S(=O)(=O)N3CCOCC3)cc2NC(=O)/C=C/c2ccc(OC)c(OC)c2)CC1
#44 CC(C)[C@H](NC(=O)c1ccccc1)C(=O)OCC(=O)N1CCCCCC1
#45 Cc1[nH]c(=O)c(C#N)c(C)c1CSc1ncccn1
#46 O=C(CSc1nc2[nH]ncc2c(=O)[nH]1)Nc1ccccc1
#47 COc1ccc(Br)cc1C(=O)Nc1ccc(NC(=O)c2ccco2)cc1
#48 CCCCOc1ccc(Cc2cnc(N)nc2N)cc1
#49 O=C(COC(=O)CCNS(=O)(=O)c1ccccc1)NC(=O)Cc1ccccc1
#50 CC(=O)c1sc(NC(=O)COc2ccc(Cl)cc2Cl)nc1C

screen / no.	41	42	43	44	45	46	47	48	49	50
SUMO Mot1 rescue	-5	76	18	41	-2	48	5	12	-1	401
PvdQ acylase	-1	4	-24	-16	7	-13	-10	-3	-12	-4
Rtt109 HAT inh	-16	0	3	-12	-9	.	-11	-6	2	-1
Cardiac RTF inh	-2	-9	7	-5	-10	-7	-11	-2	-5	-6
RTF Ca sens act	-1	-8	8	3	5	11	3	-1	-3	-2
PfHsp90 set2	9	0	7	6	-2	-15	-8	-8	-7	-31
C-LANA FP	-0.3	2.2	-2.0	-0.8	-52	1.9	1.4	-1.2	-5.1	0.5
NSD2 inh	.	11	4	-2	1	-2	-1	1	0	0
dFosB activator	-3	-3	1	0	-2	0	0	7	4	11
CDK5 p35 inh	-0.5	-1.5	-3.8	0.9	6.8	0.2	-1.1	-1.0	-2.1	0.0
Keap1-Nrf2 PPI	-2	0	-3	-7	0	-5	-7	3	-3	1

#51 CN(C)S(=O)(=O)c1ccc(NS(=O)(=O)/C=C/c2ccccc2)cc1
#52 Cc1ccc(-n2nc(C(=O)O)cc2-c2ccc(Cl)cc2)cc1
#53 CCOC(=O)c1sc(NC(=O)CN2C(=O)C3CC=CCC3C2=O)nc1C (centres undefined)
#54 OC(CN1CCCCC1)CN(c1ccccc1)c1ccccc1 (centres undefined)
#55 O=C(/C=C/c1ccc(Cl)cc1)N1CCN(CCN2C(=O)c3cccc4cccc(c34)C2=O)CC1
#56 O=C(CCC(=O)NCc1ccccc1)NCc1ccccc1
#57 COc1ccc(CCNC(=O)CCNS(=O)(=O)c2cccc3nsnc23)cc1OC

screen / no.	51	52	53	54	55	56	57
SUMO Mot1 rescue	54	19	-7	3	.	-3	-4
PvdQ acylase	-10	15	-8	13	-10	-9	1
Rtt109 HAT inh	-1	-11	-5	32	1	5	9
Cardiac RTF inh	-14	-11	3	8	-8	1	-6
RTF Ca sens act	6	2	-3	-5	-1	-3	-4
PfHsp90 set2	.	-2	6	-24	-13	3	-11
C-LANA FP	-1.8	-0.3	0.9	-0.5	-2.0	7.4	-5.7
NSD2 inh	-9	-3	-2	11	1	-3	-7
dFosB activator	-18	3	-7	4	-3	-2	-3
CDK5 p35 inh	0.4	-1.7	1.4	1.4	2.7	0.6	0.2
Keap1-Nrf2 PPI	-2	2	-6	-3	-6	-2	-1
